# From PubChem BioAssay
# Cdc42 wt: human Cdc42 wildtype GTP binding change, either direction; P60953; GST-Cdc42 beads, Bodipy-GTP binding, flow cytometry; actives lie on both sides; percent activity (GTP binding), % at 10 µM; 190,000 tested, 0.2% active; AID 761;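 active = percent activity GTP binding at least 20 points away from the 100% baseline, either down as inhibitor or up as activator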;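 also: median bead fluorescence of bound Bodipy-FL-GTP at 100 nM; 0% = excess unlabeled GTP control and 100% = no compound control; below 100% means less GTP binding so inhibitor and above means activator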
# Target sequence (P60953 whole entry, looked up): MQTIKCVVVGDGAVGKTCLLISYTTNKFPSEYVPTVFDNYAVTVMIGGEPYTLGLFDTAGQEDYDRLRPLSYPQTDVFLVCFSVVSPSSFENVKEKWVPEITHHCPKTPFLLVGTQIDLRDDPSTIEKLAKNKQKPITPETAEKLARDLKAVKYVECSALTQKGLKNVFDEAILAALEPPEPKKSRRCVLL
# Rac1 mut GTP: human Rac1 activated mutant GTP binding change. GST-Rac1 activated beads, fluorescent GTP binding, flow cytometry; actives lie on both sides; 100% means binding = to untreated wells. percent activity (GTP binding), % at 10 µM. 190,000 tested, 0.11% active;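 active = GTP binding at least 20 percentage points away from the 100% baseline, in either direction, so actives lie on both sides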
# Avidin bead fluor: avidin bead compound fluorescence profile | fluorescence (KMESF) at 10 µM | 220,000 tested, 0.38% active | AID 1775 | Avidin beads, compound fluorescence 488/530 nm, flow cytometry; stronger effect = higher value; in the data active = fluorescence above about 47; also: inactives centre near 10
# HRas wt GTP: changes GTP binding to wildtype human HRas | P01112 | GST-Ras wt beads, Bodipy-FL-GTP binding, flow cytometry; actives lie on both sides | GTP binding activity, % at 10 µM | 190,000 tested, 0.14% active;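 active = GTP binding activity at least 20% away from the 100% baseline, either lowered as inhibitor or raised as activator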;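 also: 0% = unlabeled GTP competition control and 100% = no-compound control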
# Target sequence (P01112 whole entry, looked up): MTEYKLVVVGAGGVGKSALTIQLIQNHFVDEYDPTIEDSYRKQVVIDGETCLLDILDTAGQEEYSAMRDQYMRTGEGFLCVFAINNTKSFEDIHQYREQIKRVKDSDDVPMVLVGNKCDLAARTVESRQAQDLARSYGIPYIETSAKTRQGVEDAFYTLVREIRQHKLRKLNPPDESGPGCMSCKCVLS
# Bim-Mcl-1: human Bim-Mcl-1 interaction inhibition. Q07820. Bead-based flow cytometry, Bim peptide-Mcl-1 binding. inhibition, % at 10 µM. 190,000 tested, 0.1% active. AID 1009; in the data active = inhibition above about 40%;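 also: 0% = no compound tracer wells and 100% = peptide blocker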
# Target sequence (Q07820 whole entry, looked up): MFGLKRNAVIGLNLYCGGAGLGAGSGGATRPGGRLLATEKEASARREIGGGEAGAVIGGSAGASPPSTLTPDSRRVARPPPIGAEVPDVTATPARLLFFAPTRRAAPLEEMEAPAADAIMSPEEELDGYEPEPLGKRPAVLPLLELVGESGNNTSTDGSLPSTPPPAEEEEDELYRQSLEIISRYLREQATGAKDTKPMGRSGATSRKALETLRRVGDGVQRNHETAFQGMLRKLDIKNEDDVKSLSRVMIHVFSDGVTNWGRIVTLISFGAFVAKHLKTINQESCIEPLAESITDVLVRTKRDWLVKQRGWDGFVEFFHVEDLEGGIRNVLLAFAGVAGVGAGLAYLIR
# Mcl1 Noxa PPI: disrupts binding of human Mcl-1 to Noxa peptide | 220,000 tested, 1.5% active | TR-FRET Mcl-1/Noxa peptide binding, 2 h | AID 1022 | inhibition, % at 21.7 µM;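 active = compounds that cut the protein-peptide binding signal by more than 50% relative to plate controls in a single-dose test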;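 also: His-tagged Mcl-1 with rhodamine Noxa BH3 peptide and terbium anti-His antibody; 0% = Mcl-1 plus Noxa peptide wells and 100% = peptide-only wells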
# Rab7 wt modul: modulators of GTP binding to dog Rab7 wildtype GTPase | GTP binding activity (percent of control), % at 10 µM | 190,000 tested, 0.055% active | GST-Rab7 beads, fluorescent GTP binding, flow cytometry; actives lie on both sides; untreated = 100%, excess cold GTP = 0%;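 active = fluorescent GTP binding to Rab7 beads changed by at least 20 points from the 100% baseline, either direction, mostly lower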;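 also: median green fluorescence of bound Bodipy-FL-GTP per Rab7 bead population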
# Rac1 wt modul: modulators of human Rac1 wildtype GTP binding. P63000. GTP binding activity (% of control), % at 10 µM. 190,000 tested, 0.27% active. GST-Rac1 beads, fluorescent GTP binding, flow cytometry; actives lie on both sides; 0 = cold GTP competed, 100 = untreated;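 active = GTP binding activity at least 20 points away from the 100% control level, either lower or higher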
# Rab2A wt mod: changes GTP binding to wildtype dog Rab2A, up or down | 190,000 tested, 0.19% active | GST-Rab2 wt beads, Bodipy-GTP binding, flow cytometry | GTP binding activity, % at 10 µM;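 active = GTP binding activity at least 20 points away from 100%, either lowered or raised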;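 also: 0% = beads with excess unlabeled GTP and 100% = no-compound control corrected for plate trend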
# Mcl1-Bid inh: disrupts binding of human Mcl-1 to Bid peptide; Q07820; TR-FRET Mcl-1/Bid-Dy647 peptide binding, 1536-well; inhibition, % at 21.7 µM; 220,000 tested, 0.97% active; AID 1021;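 active = compounds that cut the binding signal by more than half at the single screening dose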;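 also: His-tagged Mcl-1 with europium anti-His antibody binding Bid BH3 peptide; 0% = Mcl-1 plus peptide wells and 100% = peptide-only wells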
# Pf gamet viab: kills late stage P. falciparum gametocytes; P. falciparum stage V gametocytes, ATP luminescence, 24 h; inhibition, % at 10.9 µM; 150,000 tested, 0.065% active; AID 743093;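 active = inhibition above the mean plus 3 SD of compounds within the control limits, set per campaign, cut at about 38% in these data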;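 also: 0% = DMSO wells and 100% = medium only without gametocytes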
# An asterisk follows results filed as active; · = no result given; [ ] = another dose, or the depositor's remark.
mol	Cdc42 wt	Rac1 mut GTP	Avidin bead fluor	HRas wt GTP	Bim-Mcl-1	Mcl1 Noxa PPI	Rab7 wt modul	Rac1 wt modul	Rab2A wt mod	Mcl1-Bid inh	Pf gamet viab
O=C(NCCSCc1c(F)cccc1Cl)c1ccco1	106	103	5	104	-3	-14	100	105	105	-43	·
O=[N+]([O-])c1ccc(Cc2nnc(-c3ccccc3Cl)o2)cc1	89	91	8	95	0	6	92	94	96	-19	17
Cc1noc(C)c1CSc1ccccc1C(=O)Nc1nccs1	100	98	15	103	1	6	99	101	106	-22	·
O=C(Nc1ccc(Cl)cc1C(=O)NCc1cccnc1)c1ccco1	99	96	26	99	-3	8	99	102	98	7	-23
O=C(c1cnccn1)N1CCc2ccccc21	103	98	11	105	2	30	101	106	100	-36	1
O=C(COC(=O)c1cncc(Br)c1)NC1CCCCCC1	97	95	10	96	-1	10	97	99	96	-52	33
CC(Cc1cccs1)NC(=S)Nc1ccc(Cl)c(Cl)c1 (centres undefined)	98	102	14	99	-4	32	101	103	100	-22	-58
O=C(NCC1CCCO1)c1cccc(NC(=O)c2cccs2)c1 (centres undefined)	97	96	9	99	-6	4	102	101	97	-12	6
Cc1c(Cl)c(C(F)F)nn1CC(=O)NC1C(=O)N2C(C(=O)O)=C(CSc3nnnn3C)CSC12 (centres undefined)	93	94	8	97	-2	-7	101	98	96	-42	21
CC(=O)c1ccc(NC(=S)N(Cc2ccccc2)C(C)C2CC2)cc1 (centres undefined)	94	93	14	95	-4	11	95	96	97	-28	·
O=C(NCc1ccccn1)c1cn(-c2ccccc2)nc1-c1ccc(Cl)cc1	100	98	26	97	-7	31	97	101	98	19	·
CCC(CC)C(=O)c1c[nH]c(C(=O)NCc2ccccn2)c1	99	97	23	99	1	7	103	102	98	-11	10
O=C1N/C(=C\c2ccc(O)cc2)C(O)=C1C=NCc1ccccc1	103	99	4	103	-4	33	98	108	100	-4	·
COc1cc2c(cc1NC(=O)COC(=O)[C@@H](NC(=O)c1ccccc1)C(C)C)oc1ccccc12	101	97	5	99	-1	38	101	99	98	-66	8
O=C(NCCCN1CCCC1)c1ccc(Cn2c(=S)[nH]c3ccc(Br)cc3c2=O)cc1	102	100	11	100	-6	-52	101	107	101	-69	·

# New compounds follow
mol	Cdc42 wt	Rac1 mut GTP	Avidin bead fluor	HRas wt GTP	Bim-Mcl-1	Mcl1 Noxa PPI	Rab7 wt modul	Rac1 wt modul	Rab2A wt mod	Mcl1-Bid inh	Pf gamet viab
CC(C)(C)NC(=O)C(c1ccncc1)N(C(=O)Cn1nnc(-c2cccs2)n1)C1CCCCC1 (centres undefined)	104	101	6	102	6	11	103	105	103	-5	·
CC(=O)C1C(c2ccc(OC(F)F)cc2)NC(=O)NC1(O)C(F)(F)F (centres undefined)	100	99	5	102	0	7	101	105	101	-19	·
CC(C)c1nccn1S(=O)(=O)c1cc([N+](=O)[O-])ccc1Cl	97	95	20	97	-3	21	97	99	94	-1	18
CCCCc1nc2n[nH]c(N)c2c2c1CCC2	104	100	10	103	5	5	101	108	101	-27	-15
Cc1ccc(C)c(Sc2ccc(NC(=O)CCl)cc2)c1	95	96	14	98	0	5	97	97	99	8	-8
Cc1ccc(NC(=O)NC(=O)N(C(C)C)S(=O)(=O)c2ccc(C)cc2)cc1	92	95	31	98	-26	11	102	92	95	-8	-17
O=C(c1cc(-c2ccc(F)cc2)on1)N1CCCC1	101	99	13	102	-7	13	99	103	100	-16	-2
Cc1ccccc1NC(=O)C(=O)NC(C)CCc1ccccc1 (centres undefined)	104	101	15	101	-6	12	98	106	100	-18	6
CCc1ccc(CN2CC(C(=O)O)CC2=O)cc1 (centres undefined)	106	100	6	103	0	16	104	107	103	-9	·
Cc1ccc(NS(=O)(=O)c2cc(C(=O)Nc3cccc([N+](=O)[O-])c3)ccc2C)cc1	97	99	10	100	-1	19	96	103	98	5	-18
CCN1C(=O)C2(C(C(=O)c3ccc(C)o3)=C(O)C(=O)N2CCCN2CCOCC2)c2ccccc21 (centres undefined)	99	97	7	98	0	12	99	99	99	-22	·
CCCCn1c(N)c(NCCC(C)C)c(=O)[nH]c1=O	97	99	9	99	-2	11	101	101	98	-46	-13
C/C(=N\Nc1nc(N)cc(Cl)n1)c1ccc(Cl)c(Cl)c1	97	95	10	96	-2	11	97	98	95	-1	-2
CC(C)CC(=O)N[C@H](C(=O)N[C@H](C(=O)N[C@@H](CC(C)C)[C@@H](O)CC(=O)N[C@@H](C)C(=O)N[C@@H](CC(C)C)[C@@H](O)CC(=O)O)C(C)C)C(C)C	107	104	6	103	-2	6	98	103	103	-6	·
Cn1c(=O)c2cc(S(=O)(=O)NC(C(=O)NC3CCCCC3)c3ccccc3)ccc2n(C)c1=O (centres undefined)	97	96	8	100	0	-16	102	97	101	-4	·

# (list continues)
mol	Cdc42 wt	Rac1 mut GTP	Avidin bead fluor	HRas wt GTP	Bim-Mcl-1	Mcl1 Noxa PPI	Rab7 wt modul	Rac1 wt modul	Rab2A wt mod	Mcl1-Bid inh	Pf gamet viab
Cc1ccc(C(=O)NNC(=O)c2cc(OCC(F)(F)F)ccc2OCC(F)(F)F)cc1	103	100	29	100	3	-12	100	106	101	-14	7
CCN(CC)S(=O)(=O)c1ccc(C(=O)NCCN2C(=O)S/C(=C\c3cccnc3)C2=O)cc1	96	98	19	98	0	8	104	99	98	-14	-15
CCCC(=O)NC(c1ccco1)c1cc(Cl)c2cccnc2c1O (centres undefined)	106	99	8	104	-1	-79	97	103	105	-38	·
COC(=O)/C=C/c1ccc(-n2cncn2)cc1	96	92	10	96	-3	6	97	97	95	-8	·
COc1cc(OC)cc(C(=O)N2CCN(c3ncccn3)CC2)c1	104	98	10	104	0	0	104	100	105	-21	1
Cc1ccc(C(=O)NNC(=O)c2ccc(C)cc2)cc1	95	96	25	101	-2	-20	107	99	101	-14	·
N=C1C(c2ccccc2)=C(O)CN1NC(=O)c1ccccc1	103	98	14	100	0	-3	103	105	101	-21	·
Cc1ccc(S(=O)(=O)n2[nH]c(=O)cc2NC(=O)c2cccs2)cc1	92	94	5	93	11	-1	101	91	95	-12	·
O=C(NC1CCCCC1)c1ccccc1NC(=S)NC(=O)C1CCC1	102	101	4	99	0	-34	102	109	98	-6	-8
O=C(COc1ccccc1Cl)c1ccc[nH]1	96	96	6	98	1	50	103	96	99	-5	-7
Cc1csc(NS(=O)(=O)c2cccc([N+](=O)[O-])c2)n1	95	97	10	99	1	14	95	100	101	-33	-8
CCOc1ccc(N2C(=O)CC(N(CCc3ccc(OC)cc3)C(=O)c3cccc(F)c3)C2=O)cc1 (centres undefined)	101	99	6	98	-13	17	99	100	100	-44	-17
CC(C)CNC(CC(=O)Nc1cccc([N+](=O)[O-])c1)C(=O)O (centres undefined)	104	102	13	104	-4	4	99	107	106	-11	-12
COc1ccc(NC(=S)NC(NC(=O)c2cccc(C)c2)C(Cl)(Cl)Cl)c([N+](=O)[O-])c1 (centres undefined)	101	98	19	101	-6	23	99	105	102	-4	·
CN(Cc1ccncn1)C(=O)CC1C(=O)NCCN1Cc1cccc(Oc2ccccc2)c1 (centres undefined)	97	98	15	101	0	5	102	99	101	-53	-6

# Additional entries follow:
mol	Cdc42 wt	Rac1 mut GTP	Avidin bead fluor	HRas wt GTP	Bim-Mcl-1	Mcl1 Noxa PPI	Rab7 wt modul	Rac1 wt modul	Rab2A wt mod	Mcl1-Bid inh	Pf gamet viab
O=C1NCC(c2ccccc2)C1C(=O)N/N=C\c1ccc(-c2ccc(Cl)c(Cl)c2)o1 (centres undefined)	98	97	7	99	-2	17	101	102	99	34	·
CC1(C)SC(=S)N(NC(=O)Nc2ccccc2)C1N(O)C(=O)Nc1ccccc1 (centres undefined)	99	98	10	101	-1	8	100	101	101	-10	·
O=C(NCCc1ccccc1)/C(=C\c1ccc([N+](=O)[O-])cc1)NC(=O)c1ccccc1	103	98	13	99	0	19	99	104	102	-9	9
Cc1ccccc1Cn1nnc(-c2cccc(C(=O)O)c2)n1	102	98	15	102	-1	5	103	111	101	-32	·
Cc1ccc(CNC(=O)CN2CCN(Cc3ccc(Cl)cc3)C2=O)cc1	100	99	8	101	18	1	98	107	99	-27	-21
COC(=O)c1ccc(-c2ccc(/C=N/N3C(=O)C4C5C=CC(C6CC56)C4C3=O)o2)cc1 (centres undefined)	102	99	15	102	-10	17	98	104	97	-17	·
CO/N=C(\c1nonc1N)N1CCN(c2ccc(Cl)cc2[N+](=O)[O-])CC1	99	99	6	99	-1	4	100	102	99	1	1
CC(=O)n1cc(C2C(=O)CCCC2=O)c2ccccc21	106	102	8	105	-2	0	98	104	106	-58	5
COc1ccc(NC(=O)c2ccccc2NC(=O)NC2CCCCC2)cc1	98	96	33	98	-1	-2	94	96	95	-24	3
COc1cccc(-n2nc(-c3ccnn3-c3ccc(F)cc3)c(=O)n(C)c2=O)c1	101	98	8	101	0	5	100	101	101	-10	-1
Cn1c(C(=O)NC2CCCCCC2)cc2c(=O)n(C)c3ccccc3c21	97	95	8	99	0	-20	100	97	98	32	·
C=CCNC(=O)C1CCN(c2ccc(S(=O)(=O)N3CCOCC3)cc2[N+](=O)[O-])CC1	99	97	13	101	-3	14	104	99	98	-25	-6
O=C(CCl)Nc1cccn2ncnc12	114	102	11	110	-2	-11	105	120*[activator]	113	-4	·
COc1ccc(CCNC(=O)CN(C)S(=O)(=O)c2cccs2)cc1OC	100	98	3	99	2	-2	95	101	98	-19	-29
O=C(NC(=S)N1CCN(Cc2ccccc2)CC1)c1cccnc1	97	94	8	96	-2	5	101	94	98	-35	-7

# In a second layout: entries from further up
# Second line of a record – Cdc42 wt	Rac1 mut GTP	Avidin bead fluor	HRas wt GTP	Bim-Mcl-1	Mcl1 Noxa PPI	Rab7 wt modul	Rac1 wt modul	Rab2A wt mod	Mcl1-Bid inh	Pf gamet viab
O=C(COC(=O)c1cncc(Br)c1)NC1CCCCCC1
 : 97	95	10	96	-1	10	97	99	96	-52	33
CCC(CC)C(=O)c1c[nH]c(C(=O)NCc2ccccn2)c1
 : 99	97	23	99	1	7	103	102	98	-11	10

# (next part)
mol	Cdc42 wt	Rac1 mut GTP	Avidin bead fluor	HRas wt GTP	Bim-Mcl-1	Mcl1 Noxa PPI	Rab7 wt modul	Rac1 wt modul	Rab2A wt mod	Mcl1-Bid inh	Pf gamet viab
O=c1[nH]c2ccccc2c(O)c1SCCO	95	96	10	99	2	35	102	97	96	9	-26
COc1ccc(C2CC(c3ccccc3)=NN2C(=O)COC(=O)C2(C)CC2(Cl)Cl)cc1 (centres undefined)	98	96	10	96	-3	7	94	98	96	4	-24
Cc1nn(C)cc1CNC(=O)c1cnn2c(C(F)F)cc(C3CC3)nc12	94	95	4	93	0	-6	98	93	91	10	-62
COc1nc(NC(C)=O)nc(C)c1Br	102	101	11	101	-1	11	99	105	100	-8	2
Cc1ccc(-c2cc(=O)c3ccccc3[nH]2)cc1	103	100	7	101	3	3	101	107	101	5	·
COc1ccc(C(=O)Nc2cccc3cccnc23)cc1OC	94	97	11	101	0	-8	94	103	94	-9	·
Cc1ccc(NC(=O)/C=C/c2cccc([N+](=O)[O-])c2)nc1	98	97	11	97	-1	19	96	99	97	-14	9
